# Nrf2 activator: activates Nrf2 signaling | AREc32 ARE-luciferase reporter (MCF7-derived line), luminescence, 24 h | AID 624171 | Potency, µM (top dose mostly 46.1 µM), inactives show top-dose activation, most hits filed as activators | 410,000 tested, 0.31% active; also: % of control where 0% means no effect; nearly all actives have a fitted effect of over 65% in size
#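 Reporter line AREc32 (ARE-Fluc), seeded overnight in OPTI-MEM with 5% FBS; compound pin-transferred, 24 hr at 37 deg C, 5% CO2; luminescent read-out.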
# ATXN2 expr inh: ATXN2 expression inhibition | Potency, µM (series often up to 57 µM), for inactives: at the highest dose activity change, negative = inhibition, most hits filed as inhibitors | HEK-293 ATXN2-luciferase reporter, luminescence, 24 h | AID 1745845 | 360,000 tested, 0.72% active; also: % is scaled to controls: 0 for no effect and ±100 for the full control effect; nearly all actives have a fitted effect of over 55% in size
#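 qHTS (up to 57 uM final) was run with 24 h compound exposure of reporter cells at 37 °C. Each well was multiplexed: SteadyGlo luminescence measured ATXN2-luciferase expression after a fluorogenic Gly-Phe-AFC viability readout (25 uM final).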
# TGFb SMAD3 inh: TGF-b pathway inhibition; HepG2 CAGA-GFP TGF-b/SMAD3 reporter, GFP fluorescence, 18 h; TGF-beta stimulated, 500 pg/mL final; Potency, µM (highest dose often 46.1 µM), inactives show at the highest dose activity, negative = inhibition, actives largely listed as inhibitors; 410,000 tested, 1.2% active; AID 588855; also: % is scaled to controls: 0 for no effect and ±100 for the full control effect; nearly all actives have a fitted effect of over 65% in size
#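 HEPG2 CAGA-GFP cells (1000/well, DMEM with 1% FBS) were pre-incubated 2 h at 37 degrees C, given compound by pin tool, then stimulated with TGF-beta at 500 pg/mL final for 18 h before per-cell GFP fluorescence imaging.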
# EPAC2 antag: antagonists of human EPAC2; Q8WZA2; EPAC2 GEF exchange of Rap1B-BODIPY-GDP, fluorescence; Potency, µM (highest dose often 114 µM), for inactives: top-dose activity, negative = inhibition, most hits filed as inhibitors; 360,000 tested, 0.18% active; AID 720708; also: % is scaled to controls: 0 for no effect and ±100 for the full control effect; nearly all actives have a fitted effect of over 45% in size; many of its hits are not listed in these tables
# Target sequence (Q8WZA2 whole entry, looked up): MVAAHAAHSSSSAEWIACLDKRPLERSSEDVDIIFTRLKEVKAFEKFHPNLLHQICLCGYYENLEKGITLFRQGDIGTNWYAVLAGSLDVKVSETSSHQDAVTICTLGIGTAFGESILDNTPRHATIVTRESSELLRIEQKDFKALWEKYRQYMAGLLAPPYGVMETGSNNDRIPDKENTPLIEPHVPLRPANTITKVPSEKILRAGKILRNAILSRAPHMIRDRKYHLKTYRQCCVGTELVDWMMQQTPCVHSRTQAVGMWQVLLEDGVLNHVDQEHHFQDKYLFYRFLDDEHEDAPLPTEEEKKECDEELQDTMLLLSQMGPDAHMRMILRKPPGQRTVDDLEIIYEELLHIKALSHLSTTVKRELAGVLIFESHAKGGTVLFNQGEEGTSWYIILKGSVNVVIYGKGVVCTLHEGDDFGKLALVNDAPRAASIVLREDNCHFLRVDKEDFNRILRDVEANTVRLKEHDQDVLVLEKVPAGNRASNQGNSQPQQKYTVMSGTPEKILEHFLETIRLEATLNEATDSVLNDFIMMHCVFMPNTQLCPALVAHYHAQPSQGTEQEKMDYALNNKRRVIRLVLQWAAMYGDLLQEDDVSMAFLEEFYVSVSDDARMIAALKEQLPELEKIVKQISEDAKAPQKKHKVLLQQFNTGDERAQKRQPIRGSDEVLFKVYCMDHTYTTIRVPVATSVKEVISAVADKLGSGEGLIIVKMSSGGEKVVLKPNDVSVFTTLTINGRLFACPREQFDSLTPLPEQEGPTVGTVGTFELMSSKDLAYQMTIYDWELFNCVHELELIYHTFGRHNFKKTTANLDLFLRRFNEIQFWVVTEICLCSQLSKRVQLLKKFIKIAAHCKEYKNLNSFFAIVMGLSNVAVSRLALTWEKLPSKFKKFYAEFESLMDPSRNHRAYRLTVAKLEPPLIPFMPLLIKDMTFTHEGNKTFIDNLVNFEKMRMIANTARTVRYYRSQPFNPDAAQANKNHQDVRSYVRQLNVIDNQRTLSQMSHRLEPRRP
# HepG2 viability: kills HepG2 cells in TGF-b inhibitor counter-screen; HepG2 CAGA-GFP viability, ATP luminescence, 18 h; Potency, µM (titrated, usually from 46.1 µM), for the others: at the highest dose activity change, negative = cytotoxicity, usual class: cytotoxic; 410,000 tested, 0.76% active; also: some results filed as inactive show a strong effect at the top dose
#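 HepG2 CAGA-GFP cells (1000/well, DMEM with 1% FBS) received compound, then TGF-beta at 500 pg/mL final, and were incubated 18 hours at 37 degrees C. Viability was read by CellTiter-Glo luminescence. Media-only wells were set as complete cell-killing and DMSO as no toxicity.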
# A549 tox: kills or reduces viability of A549 cells in Nrf2 counter-screen; A549 ARE-Fluc cells, CellTiter-Fluor viability, 18-24 h; Potency, µM (highest dose often 46 µM), for inactives: at the top dose activity change, negative = cytotoxicity, hits mostly inhibitors; 390,000 tested, 0.16% active; AID 504648; also: % is scaled to controls: 0 for no effect and ±100 for the full control effect
#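 Cytotoxicity counterscreen: CellTiter-Fluor fluorescence was measured in A549 ARE_Fluc cells after 18-24 h of compound exposure in a concentration series. The subsequent BugLite luminescent read reports ARE-luciferase activity.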
# S2 tox: reduces viability in counter-screen for ATXN expression inhibitors | S2 cells (HEK-293 line with an ATXN2-luciferase reporter) viability, CellTiter-Fluor protease fluorescence, 24 h | AID 651635 | Potency, µM (doses to about 56.7 µM), most hits filed as cytotoxic | 400,000 tested, 0.49% active; also: nearly all actives have a fitted effect of over 40% in size
# MCF10A rerep: induces DNA re-replication in MCF 10a normal breast cells; MCF 10A DNA re-replication, Hoechst nuclear intensity, 48 h; Potency, µM (series often up to 46.1 µM), inactives show at the top dose activity, positive = re-replication, usual class: activators; 350,000 tested, 2.9% active; AID 624296; also: % of control where 0% means no effect; nearly all actives have a fitted effect of over 50% in size
# Nrf2 block: Nrf2 pathway inhibition; A549 ARE-Fluc reporter, luciferase luminescence, 18-24 h; Potency, µM (top dose mostly 46 µM), for the others: at the highest dose activity change, negative = inhibition, hits mostly inhibitors; 360,000 tested, 2.1% active; AID 504444; also: % is scaled to controls: 0 for no effect and ±100 for the full control effect; nearly all actives have a fitted effect of over 60% in size
#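 Two sequential reads on A549 ARE_Fluc cells exposed to compound for 18-24 h: a CellTiter-Fluor fluorescence read for viability, then a luciferase luminescence read for Nrf2/ARE activity.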
# * hit, by the source's call; i = inactive; ? = inconclusive; · = not tested or not shown; [ ] = remark or other dose. Calls follow the shape of the dose curve; as a rule, active = well fitted curve in the direction sought with a large enough effect; inconclusive = small, poorly fitted or top-dose-only effect, or another doubt; inactive = no such curve, though single readings can be large; an effect the other way counts as inactive or inconclusive. Potency is read from the fitted curve at half-maximal effect. A portion of the library; the hit share may differ from the screen's.
SMILES,Nrf2 activator,ATXN2 expr inh,TGFb SMAD3 inh,EPAC2 antag,HepG2 viability,A549 tox,S2 tox,MCF10A rerep,Nrf2 block
CC(C(N)=O)N1c2cccc3cccc(c23)S1(=O)=O (configuration not stated),0.9%,19.5%,7.8%,0.1%,9.0%,1.6%,i,-1.1%,-4.9%
CCCN1CCc2c(sc(NC(=S)NC(=O)c3ccccc3)c2C#N)C1,11.1%,-13.4%,-14.1%,6.0%,4.2%,-0.9%,?,?,?
CC(=O)Nc1cnc(-c2ccccc2O)cn1,0.2%,10.3%,13.5%,1.1%,-23.2%,·,i,·,·
CC(C)N(Cc1ccccc1)C(=O)COC(=O)c1cnccn1,-0.2%,5.3%,7.7%,2.1%,2.4%,-0.9%,i,0.9%,3.7%
Cc1nnc(SCC(=O)Nc2ccc(Br)cc2)[nH]c1=O,-0.2%,-7.5%,4.5%,·,-5.6%,12.2%,i,·,12.6%
COc1ccc(S(=O)(=O)NCCSCc2ccco2)cc1Cl,6.7%,-4.5%,8.6%,-17.7%,-2.5%,19.5%,i,?,·
O=C(CN1C(=O)COc2ccccc21)NCCCN1CCN(c2ccccc2F)CC1,2.3%,1.7%,-7.2%,-8.7%,1.7%,-1.7%,i,-3.6%,-5.3%
CCCc1ccc(C(=O)CCC(=O)NNC(=O)c2ccncc2)cc1,0.0%,8.6%,14.8%,5.9%,1.6%,5.0%,i,7.4%,8.5%
CN(C)c1ccc(/C=N\NC(=O)CC#N)cc1,0.2%[9.22 µM],17.8%,0.1%,16.8%,-4.2%,-2.4%,i,-3.8%,2.7%
C(=N\c1ncnc2sccc12)/NOCc1ccccc1,0.0%,-7.8%,1.2%,9.0%,-8.1%,1.2%,i,-2.2%,·
COc1ccc(CNc2c(C(=O)O)cnc3c2cnn3C)cc1,5.5%,2.9%,14.5%,-15.8%,1.8%,6.7%,i,3.7%,0.3%
Cc1c(C(=O)Nc2cccc([N+](=O)[O-])c2)csc1-c1ccccc1,-0.5%,80.2%[activator],2.8%,1.0%,-6.6%,-1.5%,i,?,?
COc1ccc(C(=O)Nc2ccnn2C2CCN(Cc3ccccn3)CC2)cc1,-0.4%,1.8%,-1.9%,-5.1%,-12.2%,-7.2%,i,5.4%,14.9%
CCc1ccc(N=C2NC(=O)/C(=C/c3cc(Br)c(OCC(=O)O)c(OC)c3)S2)cc1,-0.6%,2.0%,1.4%,-6.4%,-11.4%,-3.4%,i,?,4.1%
CC1CCN(C(=O)CSc2nc3c(c(=O)n2C)SCC3)CC1,4.6%,5.5%,-4.8%,12.9%,0.4%,-9.3%,i,-0.2%,9.4%
COc1ccc(N(Cc2ccccc2)S(=O)(=O)c2cccc(C(=O)Nc3ncccc3C)c2)cc1,16.3%,·,-29.1%,-22.5%,-18.9%,-7.6%,i,13.9%,18.4µM*
Cc1nn(-c2ccccc2)c2ncc(C(=O)c3cc(Cl)ccc3O)cc12,0.2%,-16.5%,?,-0.8%,-0.6%,-1.0%,i,?,2.2%
COc1c(C)cc(Br)cc1C(=O)NC(=S)NCc1ccco1,5.4%,3.4%,8.6%,7.6%,3.8%,1.3%,i,?,13.7%
O=C(Nc1ccc(F)cc1)Nc1ccc2c(c1)OCO2,-0.6%,47.9%[activator],1.6%,1.3%,-0.4%,-11.0%,i,-1.0%,?
CCOC(CNC(=O)c1cc(C)nn1-c1ccccc1)OCC,0.1%,0.2%,-1.8%,4.4%,-9.5%,-3.8%,i,0.7%,·
Cc1ccc(S(=O)(=O)Nc2ccc(C(=O)N3CCOCC3)cc2)cc1,0.3%,-7.3%,3.2%,3.7%,0.9%,-2.6%,i,0.4%,-3.5%
O=C(Nc1cccc(-c2nnc(-c3ccccc3)o2)c1)C1CCCCC1,-0.4%,16.8%,0.5%,4.9%,-7.9%,-2.4%,i,?,4.7%
O=C(CSc1ncn[nH]1)N1N=C2/C(=C/c3ccccc3)CCCC2C1c1ccccc1 (configuration not stated),0.1%,-24.3%,?,-11.6%,-43.6%,-3.7%,?,?,?
CN(C)S(=O)(=O)c1ccc(NC(=O)c2ccncc2)cc1,-0.5%,6.6%,4.2%,5.7%,-1.7%,-0.5%,i,1.6%,2.1%
COc1ccc(F)cc1S(=O)(=O)NC(Cc1ccccc1)C(N)=O (configuration not stated),0.3%,-8.3%,-2.5%,0.8%,-9.2%,-5.8%,i,-6.4%,-13.4%
c1cc(-c2cc3c(o2)CCCC3OCCN2CCOCC2)cs1 (configuration not stated),12.9%,12.2%,·,8.2%,·,·,i,·,·
COc1ccccc1C#CC1=CC(=O)CC(C)(C)C1,14.1µM*,3.6%,-18.7%,-15.5%,-30.1%,·,?,·,·
COC1=C(C)C(=O)C2=C(C1=O)C1C3CC4=C(C(=O)C(OC)=C(C)C4=O)C(CNC(=O)C(C)=O)N3C(C#N)C(C2)N1C (configuration not stated),-2.4%,?,0.141µM*,-0.2%,7.08µM*,9.2µM*,0.15µM*,?,0.581µM*
Cc1ccc(S(=O)(=O)N(CCC(=O)O)c2ccccc2)cc1,-0.6%,-8.6%,3.1%,16.3%,-2.4%,-8.8%,i,-36.9%[inhibitor],1.9%
CC(C)(C)OC(=O)C[C@@H]1C/C=C\C[C@@H](CC(=O)NCCO)C(=O)NC[C@H](c2ccccc2)OC1=O,-1.9%,3.8%,6.3%,0.1%,5.4%,6.7%,i,27.2%,-0.4%
COc1ccccc1NC(=O)c1csc2c1CCC(C)C2 (configuration not stated),5.5%,-10.4%,-2.6%,-4.9%,-20.0%,17.6%,i,?,17.8%
Cc1sc(NC(=O)c2cc(-c3ccccc3)nc3ccccc23)c(C(N)=O)c1C,2.4%,-27.9%,?,-0.4%,-30.1%,-9.0%,?,-74.1%[inhibitor],-19.5%
O=c1[nH]c(CN2CCc3ccccc3C2)nc2ccccc12,6.2%,9.7%,4.8%,2.6%,-6.8%,0.0%,i,-4.9%,10.9%
CCOC(=O)c1c(C)n(C)c2cc(Br)c(C(=O)OC)cc12,3.6%,62.7%[activator],-1.2%,-4.2%,0.4%,4.1%,i,3.6%,·
O=C(NNC1=C(C(=O)C(F)(F)F)CCC1)c1cccc(O)c1,10.1%,-30.0%,-15.8%,5.6%,-11.9%,-9.8%,i,?,-19.3%
COc1ccc(/C=C(\C#N)C(=O)c2c(C)[nH]c3ccccc23)cc1OC,4.2%,-3.6%,29.7%,4.2%,-17.2%,-4.9%,i,2.3%,-0.4%

# Laid out differently: entries from further up.
# Under each structure: Nrf2 activator, ATXN2 expr inh, TGFb SMAD3 inh, EPAC2 antag, HepG2 viability, A549 tox, S2 tox, MCF10A rerep, Nrf2 block
CN(C)S(=O)(=O)c1ccc(NC(=O)c2ccncc2)cc1
 : -0.5%, 6.6%, 4.2%, 5.7%, -1.7%, -0.5%, i, 1.6%, 2.1%
COc1ccc(F)cc1S(=O)(=O)NC(Cc1ccccc1)C(N)=O (configuration not stated)
 : 0.3%, -8.3%, -2.5%, 0.8%, -9.2%, -5.8%, i, -6.4%, -13.4%
c1cc(-c2cc3c(o2)CCCC3OCCN2CCOCC2)cs1 (configuration not stated)
 : 12.9%, 12.2%, ·, 8.2%, ·, ·, i, ·, ·
COc1ccccc1C#CC1=CC(=O)CC(C)(C)C1
 : 14.1µM*, 3.6%, -18.7%, -15.5%, -30.1%, ·, ?, ·, ·
COC1=C(C)C(=O)C2=C(C1=O)C1C3CC4=C(C(=O)C(OC)=C(C)C4=O)C(CNC(=O)C(C)=O)N3C(C#N)C(C2)N1C (configuration not stated)
 : -2.4%, ?, 0.141µM*, -0.2%, 7.08µM*, 9.2µM*, 0.15µM*, ?, 0.581µM*
Cc1ccc(S(=O)(=O)N(CCC(=O)O)c2ccccc2)cc1
 : -0.6%, -8.6%, 3.1%, 16.3%, -2.4%, -8.8%, i, -36.9%[inhibitor], 1.9%
CC(C)(C)OC(=O)C[C@@H]1C/C=C\C[C@@H](CC(=O)NCCO)C(=O)NC[C@H](c2ccccc2)OC1=O
 : -1.9%, 3.8%, 6.3%, 0.1%, 5.4%, 6.7%, i, 27.2%, -0.4%
COc1ccccc1NC(=O)c1csc2c1CCC(C)C2 (configuration not stated)
 : 5.5%, -10.4%, -2.6%, -4.9%, -20.0%, 17.6%, i, ?, 17.8%
Cc1sc(NC(=O)c2cc(-c3ccccc3)nc3ccccc23)c(C(N)=O)c1C
 : 2.4%, -27.9%, ?, -0.4%, -30.1%, -9.0%, ?, -74.1%[inhibitor], -19.5%
O=c1[nH]c(CN2CCc3ccccc3C2)nc2ccccc12
 : 6.2%, 9.7%, 4.8%, 2.6%, -6.8%, 0.0%, i, -4.9%, 10.9%

# The results go on:
SMILES,Nrf2 activator,ATXN2 expr inh,TGFb SMAD3 inh,EPAC2 antag,HepG2 viability,A549 tox,S2 tox,MCF10A rerep,Nrf2 block
CC(Oc1ccc(Cl)cc1Cl)C(=O)NCCCN(C)C (configuration not stated),0.4%,-7.0%,-22.1%,2.3%,1.8%,-2.8%,i,?,21.7%
CN(c1ccccc1)S(=O)(=O)CS(=O)(=O)N(C)c1ccccc1,0.0%,-7.7%,3.2%,-1.3%,-14.9%,-0.5%,i,-3.4%,-14.3%
Cc1c(NC(=O)COC(=O)c2ccc(Br)o2)c(=O)n(-c2ccccc2)n1C,0.0%,-14.6%,-2.5%,6.6%,-9.8%,7.6%,i,17.2%,-1.6%
CCOc1ccc(NC(=O)COC(=O)C2C3CC4OC(=O)C2C4C3)cc1 (configuration not stated),2.3%,10.6%,-1.2%,4.0%,-12.5%,-16.8%,i,13.8%,-12.4%
CCOC(=O)c1sc(NC(=O)c2ccc(S(=O)(=O)N(CC)CC)cc2)nc1C,-0.5%,-26.2%,2.3%,-3.1%,-21.2%,-9.1%,i,7.1%,-14.9%
COC(=O)C1CCN(S(=O)(=O)c2ccc(NC(C)=O)cc2)CC1,0.0%,-11.0%,-8.7%,8.2%,-19.3%,-4.9%,i,-0.8%,2.0%
CNC[C@H]1Oc2ccc(NC(=O)Nc3ccc4c(c3)OCO4)cc2C(=O)N([C@H](C)CO)C[C@@H]1C,-1.3%,6.4%,0.3%,3.3%,8.9%,-6.7%,i,-7.2%,9.9%
CCc1ccccc1S(=O)(=O)Cc1ccc(C(=O)NCCc2ccc(C)cc2)o1,5.7%,?,-14.2%,·,-21.0%,1.7%,?,·,-22.2%

# Bioassay records (PubChem)
